MBD2 DNA inh – inhibitors of human MBD2 binding to methylated oligonucleotide. TR-FRET. inhibition, % at 4.4 µM. 370,000 tested, 0.31% active. AID 686964; in the data active means inhibition above about 13%
TCR CD3 inh – blocks the human TCR-CD3 interaction; TAMRA-labeled TCR probe fluorescence, biochemical; inhibition, % at 9.4 µM; 360,000 tested, 0.37% active; in the data active means inhibition above about 19%;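 further: recombinant mutant TCR 2C K166C tagged with TAMRA read by polarization; 0% = receptor in buffer alone and 100% = receptor with positive control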
ABHD4 inh – inhibits mouse alpha/beta hydrolase domain 4. Q8VD66. inhibition, % at 8.92 µM. purified mABHD4, FP-Rh probe fluorescence polarization. 370,000 tested, 0.54% active;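 active means inhibition exceeding the mean over every tested compound plus 3 SD, cut at about 30% in these data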;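 further: 0% = plate median of compound wells and 100% = S159A mutant with DMSO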
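Test system: mABHD4 protein | Buffer or medium: HEPES pH 7.0 buffer, 150 mM NaCl, 0.01% Pluronic F-127 | Probe or stimulus: FP-Rh fluorescent activity-based probe, added after compound pre-incubation | Timing: Pre-incubation 45 min, probe exposure 60 min, at 25 °C | Technique: Fluorescence polarization, excitation 525 nm, emission 598 nm, BODIPY TMR filters | Repeats: Single well per compound (singlicate)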
GC-A act – GC-A (human) enzyme activation. P16066. HEK293 GC-A cells, cGMP TR-FRET, EC30 ANP; 0% at EC30 ANP, 100% saturating ANP. AID 1671463. activation, % at 10 µM. 370,000 tested, 0.14% active; in the data active means activation above about 40%
Target sequence (P16066 whole entry, looked up): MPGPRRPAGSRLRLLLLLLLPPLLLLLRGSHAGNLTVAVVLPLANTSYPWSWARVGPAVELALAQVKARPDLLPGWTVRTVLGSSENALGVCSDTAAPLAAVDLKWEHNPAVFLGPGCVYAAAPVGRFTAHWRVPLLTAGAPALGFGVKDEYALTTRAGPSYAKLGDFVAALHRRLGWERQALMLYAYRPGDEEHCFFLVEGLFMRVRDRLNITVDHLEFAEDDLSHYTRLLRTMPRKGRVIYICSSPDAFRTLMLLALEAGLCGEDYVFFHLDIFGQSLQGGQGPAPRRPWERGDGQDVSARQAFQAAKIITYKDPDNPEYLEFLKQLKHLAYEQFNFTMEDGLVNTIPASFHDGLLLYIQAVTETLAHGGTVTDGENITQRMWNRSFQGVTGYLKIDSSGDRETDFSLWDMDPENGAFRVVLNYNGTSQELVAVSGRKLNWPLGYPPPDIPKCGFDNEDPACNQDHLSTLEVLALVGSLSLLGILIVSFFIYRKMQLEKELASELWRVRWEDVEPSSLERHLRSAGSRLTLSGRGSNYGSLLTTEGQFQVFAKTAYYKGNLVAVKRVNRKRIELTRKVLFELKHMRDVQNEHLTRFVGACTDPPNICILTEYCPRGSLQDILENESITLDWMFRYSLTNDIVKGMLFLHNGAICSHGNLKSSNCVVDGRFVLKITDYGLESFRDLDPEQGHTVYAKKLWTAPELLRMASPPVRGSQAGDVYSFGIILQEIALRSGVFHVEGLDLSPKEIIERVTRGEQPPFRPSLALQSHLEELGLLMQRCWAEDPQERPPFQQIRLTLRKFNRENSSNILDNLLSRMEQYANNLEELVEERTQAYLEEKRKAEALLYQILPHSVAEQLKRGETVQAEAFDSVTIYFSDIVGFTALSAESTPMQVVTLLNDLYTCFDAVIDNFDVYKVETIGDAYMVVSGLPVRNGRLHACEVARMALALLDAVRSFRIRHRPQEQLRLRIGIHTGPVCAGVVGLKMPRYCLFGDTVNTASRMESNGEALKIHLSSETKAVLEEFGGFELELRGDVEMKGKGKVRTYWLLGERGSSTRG
HTRA1 inh – inhibitors of human serine peptidase HTRA1; Q92743; recombinant HTRA1, FP-rhodamine activity-based probe, fluorescence polarization; inhibition, % at 5.96 µM; 340,000 tested, 0.5% active; in the data active means inhibition above about 36%;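 further: 0% = enzyme with DMSO and 100% = wells lacking enzyme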
PRMT1 inh – inhibitors of human PRMT1. Q99873. recombinant PRMT1, activity-based probe fluorescence polarization. inhibition, % at 2.79 µM. 370,000 tested, 1.3% active. AID 652257;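 active means inhibition above about 21% made by adding two undisclosed values, limit read from the data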
UHRF1 MBD2 ctr – human UHRF1 methylated DNA binding inhibitors. Q96T88. UHRF1 binding to methylated oligo, TR-FRET. inhibition, % at 4.4 µM. 370,000 tested, 0.75% active. AID 687016; in the data active means inhibition above about 21%;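 further: UHRF1 SRA domain binding a hemimethylated CpG hairpin DNA probe; 0% = median of test compound wells and 100% = reference inhibitor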
rCAG RNA binder – molecules binding r(CAG) RNA repeats; r(CAG) RNA repeat, TO-PRO-1 dye displacement fluorescence; inhibition, % at 3 µM; 370,000 tested, 1.3% active;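 active means inhibition above the plate cutoff, the mean of all test compounds on that plate plus 3 SD, cut at about 35% in these data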;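 further: 0% = DMSO alone and 100% = 100 µM mitoxantrone as full dye displacement; higher means more dye released from RNA so lower well fluorescence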
SIAE inh – inhibitors of human sialic acid acetylesterase SIAE. 370,000 tested, 0.69% active. inhibition, % at 9.66 µM. Q9HAT2. SIAE FP-Rh probe binding, fluorescence polarization;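 active means inhibition above a cutoff: mean of compounds within the control limits plus 3 SD of those, cut at about 17% in these data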;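 further: 0% = plate median of compound wells and 100% = probe without SIAE protein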
GC-B act – GC-B (human) receptor activation. 370,000 tested, 0.11% active. HEK293-GC-B cells, CNP EC30, cGMP TR-FRET; 0% at EC30 CNP, 100% saturating CNP. activation, % at 10 µM;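 active means activation at 10 µM reaching about 35% in either raw or pattern-adjusted values, limit read from the data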
* hit, by the source's call; / = no result given. Not all compounds are listed; count on the stated rates, not on these rows.

Second line of a record: GC-B act	HTRA1 inh	PRMT1 inh	TCR CD3 inh	MBD2 DNA inh	SIAE inh	GC-A act	ABHD4 inh	UHRF1 MBD2 ctr	rCAG RNA binder
O=C(NC[C@@H]1CC[C@@H](Cc2ccc(-c3ccccc3)cc2)O1)Nc1ccc(Br)cc1
    -5	-5	-1	2	4	-35	2	-2	2	7
Cc1cc(=O)oc2ccc(OCC(=O)O)cc12
    4	3	-2	3	-5	3	3	5	-2	-1
CC(C)(C)n1nc(C2CC2)cc1NC(=O)Nc1ccc(Cl)cc1
    -5	3	0	-5	5	4	-5	-1	0	0
CC(=O)c1c(C)[nH]c(C(=O)OCc2ccc([N+](=O)[O-])cc2)c1C
    -2	-6	2	-5	-1	-1	1	6	-1	0
C=CCOC(=O)/C(=C/c1ccco1)NC(=O)/C=C/c1ccccc1
    3	-5	0	2	-8	-3	-4	6	-5	3
O=C(Nc1ccccc1)c1c(F)cccc1F
    3	-3	-3	-8	7	7	-3	-4	6	-1
COc1ccc(C2=NOC3(CC(=O)N(c4ccc(F)cc4)C3=O)C2)cc1 (stereo unspecified)
    -7	-14	-5	-4	-3	2	1	-4	1	14
CCCCNC(=O)c1ccc2c(SCC(=O)O)c3c(nc2c1)CCCC3
    6	0	1	4	-5	-7	-2	-9	-1	-3
O=C(CSc1nc2ccc(NC(=O)C3CCCCC3)cc2s1)NCC1CCCO1 (stereo unspecified)
    3	-9	2	3	2	-1	1	-1	-2	5
CC1=C(C(=O)OC(C)C)C(c2ccc(O)cc2)NC(=O)N1 (stereo unspecified)
    9	-2	1	-7	1	5	3	5	1	-2
O=C(O)c1cccc(NC(=O)c2ccccc2)c1
    2	3	-1	3	-1	-5	-3	-5	4	0
CCOC(=O)C(=O)/C(=C\N(C)C)c1onc(-c2c(F)cccc2Cl)c1C(=O)OC
    3	-3	-2	2	0	0	1	-1	-2	10
O=C(CSc1nc2ccccc2o1)c1ccc2c(c1)OCCO2
    6	1	0	-1	2	6	2	4	0	-4
Clc1ccc(Sc2cc(N3CCOCC3)nc(-c3ccccc3)n2)cc1
    -14	-3	1	-9	5	4	-4	3	2	-1
COc1cccc(-c2cnc3c(NC(C)=O)cc(-c4ccc(S(C)(=O)=O)cc4)cn23)c1
    5	/	3	-6	4	-7	13	-4	-3	11
Cc1ccc2oc(=O)c3cc(C(=O)NCCN4CCN(C)CC4)sc3c2c1
    -1	0	4	-1	-4	-3	8	2	-11	4
Nc1ccc(N2CCCCC2)c2nonc12
    0	12	13	5	13	6	-4	14	12	2
CN(C(=O)COC(=O)c1cccnc1Nc1ccccc1F)C1CCS(=O)(=O)C1 (stereo unspecified)
    -3	1	1	-2	3	-1	0	0	-3	-5
COc1ccc(Cn2ccc3ccc(-c4ccc5ccn(C(=O)C6CC6)c5c4)cc32)cc1
    -5	/	-7	/	-7	-26	-2	-12	-3	20
CC(=O)OCCN(CCOC(C)=O)c1c(C)[nH]c(=O)[nH]c1=O
    1	-1	2	4	2	-3	-1	-2	-2	-1
CC(C(=O)N1CCOCC1)c1ccc([N+](=O)[O-])cc1 (stereo unspecified)
    6	-2	1	4	-2	2	5	-2	0	0
CCOc1cc(/C=C2\NC(=O)NC2=O)cc([N+](=O)[O-])c1O
    -11	11	-1	-4	-20	6	-14	2	-13	7
Cn1c(SCC(=O)NCC2CCCO2)nc2c(c1=O)SCC2 (stereo unspecified)
    3	5	-1	6	-1	5	1	-6	1	-4
O=C(CSc1nc(-c2ccc(Cl)cc2)[nH]c(=O)n1)Nc1cccc(Cl)c1
    4	/	51*	0	5	-29	-7	-41	4	57*
CCN(CC)c1ccc(NC(=O)c2cncc(Br)c2)cc1
    -1	2	-1	1	-5	3	-5	3	2	-2
Cc1ccc(C(=O)Nc2ccc(C(=O)O)cc2)cc1S(=O)(=O)Nc1cccc([N+](=O)[O-])c1
    0	-2	0	6	-2	0	1	-5	3	8
COc1cc(CC(=O)OCC(=O)c2c[nH]c3ccccc23)cc(OC)c1OC
    -1	-1	-1	0	0	9	-4	-3	-3	6
CCOc1ccccc1NC(=O)NC1(C(=O)N2CCOCC2)CCCCC1
    0	2	0	5	0	5	-1	-18	1	-1
COc1ccc(C(=O)/C=C/c2cccs2)c(OC(=O)N2CCOCC2)c1
    -4	-2	-2	2	4	6	-2	-3	-2	-6
CC(C)CCn1c(Cl)nc2c1c(=O)n(C)c(=O)n2C
    -4	3	0	-4	-6	12	3	3	1	-3

No new results follow: entries from further up.
Second line of a record: GC-B act	HTRA1 inh	PRMT1 inh	TCR CD3 inh	MBD2 DNA inh	SIAE inh	GC-A act	ABHD4 inh	UHRF1 MBD2 ctr	rCAG RNA binder
CC(C(=O)N1CCOCC1)c1ccc([N+](=O)[O-])cc1 (stereo unspecified)
    6	-2	1	4	-2	2	5	-2	0	0
CCOc1cc(/C=C2\NC(=O)NC2=O)cc([N+](=O)[O-])c1O
    -11	11	-1	-4	-20	6	-14	2	-13	7

(further entries)
Second line of a record: GC-B act	HTRA1 inh	PRMT1 inh	TCR CD3 inh	MBD2 DNA inh	SIAE inh	GC-A act	ABHD4 inh	UHRF1 MBD2 ctr	rCAG RNA binder
CCCCOc1ccccc1-c1ccccc1CN1[C@@H](C(C)C)COCCS1(=O)=O
    -14	-26	3	4	-3	-1	-14	-8	0	5
O=C(CN1C(=O)CC(c2ccccc2)S(=O)(=O)c2ccccc21)NC1CCCC1 (stereo unspecified)
    -1	1	-5	0	0	5	-5	0	-1	-6
CC(O)[C@H]1CC[C@H]2[C@@H]3CC[C@H]4C[C@@H](O)CC[C@]4(C)[C@H]3/C(=N/O)C[C@]12C (stereo partly specified)
    4	-8	-1	2	3	-3	0	4	-4	-11
CCN[C@H]1CN(CCCOC)S(=O)(=O)c2sc(S(N)(=O)=O)cc21
    5	5	-5	7	2	0	0	-2	-2	3
Cn1nc(-c2ccc(OCC(N)=O)cc2)c2ccccc2c1=O
    -2	-1	1	-1	-1	0	4	2	0	-2
Cc1ccc(NC(=O)CCSc2ccccn2)cc1
    7	1	-3	0	1	3	-2	-1	4	-3
COc1ccc(NC(=O)C23CC4CC(C2)CC(n2cnc(Br)n2)(C4)C3)c(OC)c1
    -2	-2	0	3	4	1	6	1	-2	-7
CN(C)c1nc(-c2ccccc2)c2cnn(Cc3ccccc3)c2n1
    -2	-35	-1	2	0	-6	-14	-2	-2	0
CC(=O)N/N=c1\sc2ccccc2n1C
    1	4	-7	3	-4	-4	1	-6	0	-4
CCOC(=O)C(C#N)(Cc1ccc2ccccc2n1)Cc1ccc2ccccc2n1
    -2	-13	-4	4	2	-8	-6	-4	-1	3
O=C(NC(=S)Nc1ccc2oc(=O)ccc2c1)c1cc2ccccc2o1
    -15	1	9	-1	9	-2	-3	-11	5	1
CCCOc1ccc(C(=O)c2nc3c(n2O)CCCCC3)cc1
    -1	-1	-3	6	-2	12	3	10	0	-2
CCc1ccccc1NC(=O)C1CCC(=O)N(c2ccc(OC)cc2)C1c1ccc(OC)cc1 (stereo unspecified)
    2	/	-13	/	0	-1	-3	4	0	0
CCOC(=O)c1csc(NC(=O)CSc2nnnn2-c2ccc(OC)cc2)n1
    5	-8	5	0	6	0	2	-3	-2	-1
CCN(CC)S(=O)(=O)c1ccc(-c2nnc(SCC(=O)Nc3ccc4c(c3)OCO4)o2)cc1
    1	-2	-4	6	0	0	-6	-4	-4	6
O=C(NCn1ccc(=O)[nH]c1=S)c1ccccc1
    -6	-2	0	3	4	2	-6	-4	4	0
Cc1cc(Cl)c2oc(C(=O)N(C)CC3CCOCC3)c(C)c2c1
    2	-3	-7	8	1	-5	-1	1	-2	-8
CSc1ccc(CN(C)C(=O)CSCC(=O)Nc2cc(C)on2)cc1
    -3	0	-1	4	3	1	1	3	1	-7
CC1(C)NC(=O)N(CCCCOc2ccc(Br)cc2Cl)C1=O
    -9	-2	-2	13	-1	3	19	-8	-1	-4
COc1ccc(S(=O)(=O)N(CC(=O)NCc2ccncc2)c2ccc(C)cc2)cc1OC
    -7	0	-5	8	-3	3	-4	-2	-2	0
Cc1ccc2nc(N3CCN(C(=O)c4ccco4)CC3)sc2c1
    -4	3	1	-3	3	3	-3	1	-2	-4
O=C(c1cccc(S(=O)(=O)N2CCCC2)c1)c1cccc(S(=O)(=O)N2CCCC2)c1
    3	7	0	5	0	-4	2	3	-2	2
COc1ccc(S(=O)(=O)NCc2ccccn2)cc1NC(=O)c1ccccc1C
    -1	0	0	-2	-1	-2	0	-1	20	-1
C=C[C@@H]1c2cccc(C)c2N(S(=O)(=O)c2ccc(C)cc2)[C@H](c2ccccc2)C1(C#N)S(=O)(=O)c1ccccc1 (stereo partly specified)
    -3	-26	-2	7	-4	-5	-3	6	-2	9
COc1ccc(CNC(=O)C2(C)Cc3c(-c4cccc(NC(C)=O)c4)ccnc3O2)cc1OC (stereo unspecified)
    -3	/	0	0	-3	0	-1	-5	0	-2
CC(=C/c1ccc(C(C)C)cc1)/C=N/NC(=O)c1ccncc1
    -2	-3	-2	6	-3	-4	7	0	-1	3
FC(F)(F)c1ccccc1CN1CCCc2nc(-c3ccc(Br)cc3)ccc21
    -1	/	2	3	-2	-7	4	3	-3	7
CCOC(=O)N1CCN(C(=O)C[C@@H]2C[C@@]3(C(=O)OCC)CCCC=C3N(CCC3=CCCCC3)C2=O)CC1
    10	/	5	-3	20*	6	-1	0	1	1
Cc1ccc(-c2ccc(C#N)c(=O)n2CC(=O)N(C)C)cc1
    2	6	2	-1	4	-2	1	-5	-1	1
O=C(NCc1ccccc1)c1ccc(S(=O)(=O)N2CCCC2)cc1
    -5	-7	2	5	1	5	4	1	1	-1
Cc1cc(OCC(=O)Nc2ncn[nH]2)ccc1Cl
    0	2	3	0	-4	-6	-2	2	0	-3

Assay outcomes as filed in PubChem.
